Assay outcomes deposited in PubChem BioAssay by Broad Institute.
LGR2 inh: blocks bursicon-induced cAMP signaling via Drosophila LGR2; HEK293 LGR2, CRE-luciferase, bursicon-stimulated, 4 h; inhibition, % at 9.99 µM; hit rate 0.35% among 380,000; AID 720647;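 active means drop in luminescence signal, shown as inhibition above about 50% in the replicate tests, limit read from the data, passing the limit was not always enough; inconclusive means probably only some replicates passing the limit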;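 further: agonist challenge used bursicon conditioned medium at about half maximal strength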
DENV2 CPE: inhibitors of DENV2 cytopathic effect; DENV2-infected cells, cytopathic effect rescue, plate reader; CPE inhibition, % at 9.99 µM; hit rate 1.7% among 350,000; in the data active means CPE inhibition above about 20%, passing the limit was not always enough; inconclusive means no clear call, values can overlap the other calls; tested in BHK-21 cells;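 further: 0% = median of neutral control wells and 100% = median of positive control wells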
SIRT5 inh: inhibitors of human sirtuin-5 desuccinylase; Q9NXA8; Purified SirT5, succinyl-peptide AMC, trypsin-coupled fluorescence; inhibition, % at 15 µM; hit rate 1.1% among 330,000; AID 652115; in the data active means inhibition above about 15%; inconclusive means no clear call, values can overlap the other calls
Target sequence (Q9NXA8 whole entry, looked up): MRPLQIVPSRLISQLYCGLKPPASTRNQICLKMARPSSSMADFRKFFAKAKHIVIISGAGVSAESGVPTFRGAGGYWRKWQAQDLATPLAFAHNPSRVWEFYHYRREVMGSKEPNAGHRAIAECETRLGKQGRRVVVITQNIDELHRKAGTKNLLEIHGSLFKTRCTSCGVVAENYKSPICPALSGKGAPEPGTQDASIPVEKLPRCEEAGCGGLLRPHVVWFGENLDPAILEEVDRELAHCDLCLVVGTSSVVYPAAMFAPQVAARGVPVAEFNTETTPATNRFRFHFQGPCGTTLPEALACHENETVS
EWS-Fli block: EWS/Fli transcriptional activity inhibition. hit rate 0.67% among 350,000. inhibition, % at 12.6 µM. A673 NR0B1-luciferase reporter, viability-normalised;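 active means mean inhibition of at least 50% after viability correction, with every replicate also passing that limit; inconclusive means mean reaches 50% but only one of two replicates passes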;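 further: firefly luciferase signal divided by Alamar Blue viability fluorescence both relative to DMSO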
ARNT-TACC3 inh: ARNT/TACC3 interaction disruption; AID 623870; hit rate 0.66% among 390,000; Q9Y6A5; inhibition, % at 9.99 µM; AlphaScreen His-ARNT PAS-B/GST-TACC3 binding, luminescence; TACC3 fragment carries E629A point mutation;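 active means mean inhibition of replicates at least 50% and at least half of replicates each reaching 50%; inconclusive means half or more replicates reach 50% but mean below 50%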;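 further: 0% = complete ARNT plus TACC3 wells and 100% = ARNT alone without TACC3; many hits fall short of the cut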
CASP6 VEID inh: inhibitors of human caspase-6; P55212; purified caspase-6, Z-VEID-R110 cleavage fluorescence; inhibition, % at 12.5 µM; hit rate 0.53% among 350,000;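 active means mean inhibition across replicates at least about 35%, with every replicate also reaching that limit, limit read from the data; inconclusive means only one of the two criteria met; inactive means neither criterion met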;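 further: 0% = median of neutral control wells and 100% = no fluorescence left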
Target sequence (P55212 24-179 limits assumed): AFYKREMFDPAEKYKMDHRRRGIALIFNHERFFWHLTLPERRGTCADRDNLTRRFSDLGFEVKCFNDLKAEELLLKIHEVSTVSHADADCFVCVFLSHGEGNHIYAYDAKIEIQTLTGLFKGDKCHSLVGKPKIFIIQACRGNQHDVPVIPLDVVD
Target sequence (P55212 194-293 limits assumed): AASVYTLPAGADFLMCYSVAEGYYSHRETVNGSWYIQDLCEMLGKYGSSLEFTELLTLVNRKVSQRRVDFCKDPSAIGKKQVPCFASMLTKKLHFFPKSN
PAX8 inh HTS: inhibitors of PAX8 transcriptional activity in RMG-I cells; RMG-I TPO-luciferase reporter, SteadyGlo, 24 h; inhibition, % at 12.6 µM; hit rate 1.2% among 360,000; AID 652154;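 active means mean replicate inhibition at least 60% with every replicate also reaching 60%; inconclusive means only one of the two criteria is met; inactive means mean below 60% and not all replicates reaching 60%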;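 further: luciferase light reporting Pax8 driven TPO promoter activity; plate controls were median of neutral control wells for no effect and mitoxantrone controls for full effect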
Numbers without * were called inactive; u = inconclusive; x = no result given. This is a random part of the collection. About 4.9% of those tested had a hit in this group.

SMILES	LGR2 inh	DENV2 CPE	SIRT5 inh	EWS-Fli block	ARNT-TACC3 inh	CASP6 VEID inh	PAX8 inh HTS
O=C(NC[C@@H]1CC[C@@H]2[C@@H](CN2S(=O)(=O)c2ccccc2[N+](=O)[O-])O1)C1CCCCC1	x	-5	2	-5	x	-5	x
O=C(C1CCC1)N1C[C@H]2[C@@H](c3ccccc31)[C@H](CO)N2S(=O)(=O)c1ccccc1	1	14	14	5	-4	-1	17
C[C@H]1CN([C@@H](C)CO)C(=O)c2cc(NC(=O)CCCN(C)C)ccc2O[C@@H]1CN(C)Cc1ccccc1	5	-2	0	-6	-4	1	-2
CCC(=O)Nc1ccc2c(c1)C(=O)N(C)[C@@H]1CC[C@@H](CC(=O)NC3CCCC3)O[C@H]1CO2	-1	u	0	1	0	1	1
CCOC(=O)CN1CC(C)(C)N(CC(=O)OCC)CC1(C)C	5	-3	x	-7	-1	1	31
CC(Nc1nc(C(F)(F)F)nc2ccccc12)c1cccs1 (stereo unspecified)	15	-1	2	29	-6	3	34
CC(NC(=O)c1ccc(Br)o1)C1CCCO1 (stereo unspecified)	-9	4	-3	0	1	-2	x
Cc1oc(C(N)=O)cc1COc1ccc(C(N)=O)cc1	5	18	-2	13	-3	0	0
COC(=O)c1cc(C(=O)NCc2ccc3c(c2)OCO3)cc([N+](=O)[O-])c1	3	5	-3	7	-5	-2	-12
C[C@H]1CN([C@@H](C)CO)C(=O)c2cc(-c3ccccc3)cnc2O[C@H]1CN(C)C(=O)Cc1ccccc1	-1	9	-2	-11	0	0	x
CCC1CCCCN1C(=O)/C=C/c1ccc2c(c1)OCO2 (stereo unspecified)	-6	5	2	-15	4	5	0
O=C(NCCCc1ccccc1)c1cccc(S(=O)(=O)N2CCOCC2)c1	-3	15	1	9	-13	1	45

Compound profiles, from the list above. Screens in order: LGR2 inh	DENV2 CPE	SIRT5 inh	EWS-Fli block	ARNT-TACC3 inh	CASP6 VEID inh	PAX8 inh HTS
Entry for `O=C(NCCCc1ccccc1)c1cccc(S(=O)(=O)N2CCOCC2)c1` : -3	15	1	9	-13	1	45
Entry for `C[C@H]1CN([C@@H](C)CO)C(=O)c2cc(-c3ccccc3)cnc2O[C@H]1CN(C)C(=O)Cc1ccccc1` : -1	9	-2	-11	0	0	x

Going on with the list.
SMILES	LGR2 inh	DENV2 CPE	SIRT5 inh	EWS-Fli block	ARNT-TACC3 inh	CASP6 VEID inh	PAX8 inh HTS
COc1ccccc1-c1ccc(C2[C@@H]3CN(S(=O)(=O)c4ccccc4)C[C@H]2N3)cc1 (stereo partly specified)	-15	2	5	53*	x	x	-2
Cc1ccc(-c2nc(C(Cl)Cl)c3ccccc3n2)cc1	-35	-15	9	59*	9	1	-8
Cc1cccc(N2CCN(C(=O)c3csc4ccccc34)CC2C)c1 (stereo unspecified)	14	x	x	x	3	x	4
CCOC(=O)CNC(=O)CSc1nnc(NC(=O)c2ccc(C)cc2)s1	73*	x	1	42	-4	-2	20
COc1ccc(C(CNC(=O)C(C)Oc2ccc(Br)cc2)N2CCCCC2)cc1 (stereo unspecified)	-20	0	-1	7	1	0	0
CCCNC(=O)[C@H]1[C@H](CO)[C@H]2Cn3c(ccc(-c4cccc(OC)c4)c3=O)[C@@H]1N2CCC	7	0	-5	-6	-15	1	x
COC(=O)c1ccc(C(=O)OC)c(NC(=O)CN(C)Cc2cccc(Cl)c2Cl)c1	14	u	x	30	-4	0	37
O=C(Nc1nnc(C2CC2)o1)c1ccc(S(=O)(=O)N2CCc3ccccc3C2)cc1	-12	x	x	x	27	x	2
Cc1ccc(S(=O)(=O)n2nc(OC(=O)c3ccccc3F)cc2N)cc1	-13	-2	-11	9	-3	1	-2
O=C(NCc1ccccc1)c1ccc2c(c1)C(=O)N(Cc1cccnc1)C2=O	-2	u	2	3	2	-3	-3
COc1ccc(/C=C/C(=O)OCC(=O)N2c3ccccc3CC2C)cc1OC (stereo unspecified)	-9	u	x	0	x	1	1
CCOc1ccccc1N1CC(C(=O)N2CCN(Cc3ccc(C#N)cc3)CC2)CC1=O (stereo unspecified)	5	6	0	6	x	2	9
O=C(CSc1nc2c(cnn2-c2ccc(F)cc2)c(=O)[nH]1)Nc1nccs1	4	-4	-3	6	-4	-2	7
O=C(C[C@@H]1C[C@@H]2c3cc(NC(=O)c4cccnc4)ccc3O[C@@H]2[C@H](CO)O1)NCc1ccccc1	18	-1	-4	3	-4	-2	-13
CC(=O)Nc1cc(NC(C)=O)cc(C(=O)NCC2(N3CCOCC3)CCCCC2)c1	5	4	1	-3	0	-2	-4
CC(C)NC(=O)Nc1ccc2c(c1)CC(=O)N([C@H](C)CO)C[C@@H](C)[C@@H](CN(C)S(=O)(=O)c1cccs1)O2	3	-2	3	-3	x	1	-10
O=C(N[C@@H](Cc1cccnc1)C(=O)N1CCC[C@H]1C(=O)NCc1ccccc1)c1ccc(Cl)c(Cl)c1	5	-7	0	-18	x	-2	-5
O=C(CNC(=O)c1ccco1)N/N=C/c1c[nH]c2ccccc12	-8	-3	0	7	15	-2	34
C=CCn1c(SCC(=O)CC(=O)OCC)nc2cc(C(=O)N3CCC(C(N)=O)CC3)ccc2c1=O	11	-2	-2	-6	3	-2	2
O=C(NCCc1nc(-c2ccccc2)no1)c1ccco1	8	x	x	-16	-3	x	-19
C[C@@H]1CN([C@@H](C)CO)S(=O)(=O)c2ccc(Br)cc2O[C@@H]1CN(C)CC1CC1	37	x	x	6	x	x	14
O=C1CCC[C@@H]2Cc3nc4cc5c(cc4cc3[C@@H]3CCN1[C@H]23)OCO5	-34	-7	-2	-49	4	4	-82
CC(=O)c1c(C)[nH]c(C(=O)OCc2ccccc2F)c1C	-60	-4	-4	-65	-7	-2	-76
CC(C)(Cl)C1Cc2cc3ccc(=O)oc3cc2O1 (stereo unspecified)	-42	-1	-8	-63	-2	-1	x
Cc1noc(C)c1NC(=O)N(C)C[C@@H]1Oc2ccc(NS(=O)(=O)c3c(C)noc3C)cc2CC(=O)N([C@@H](C)CO)C[C@H]1C	-22	u	-5	0	-3	0	-14
CCOc1cccc(NCc2cc3c(C(C)(C)C)nn(-c4ccccc4)c3[nH]c2=O)c1	0	0	1	6	-20	0	x
CCN(CC)S(=O)(=O)c1ccc(N/N=C/c2ccc(O)cc2)nc1	-15	-1	x	12	-21	3	9
C[C@@H]1CN([C@@H](C)CO)C(=O)Cc2cc(NC(=O)Cc3cn(C)c4ccccc34)ccc2O[C@H]1CN(C)CC1CCCCC1	13	-2	4	15	3	-5	x
COc1cccc(Nc2nc(-c3sc(NC(=O)c4ccco4)nc3C)cs2)c1	-17	-2	x	9	-2	-1	8
CCCCNC(=O)c1nc(-c2cccs2)oc1-c1ccc(Cl)cc1	-1	-3	-6	-8	x	-1	-24
CC(Oc1ccc(Br)cc1)C(=O)NCC(C)(C)N1CCOCC1 (stereo unspecified)	0	2	-1	7	-2	-162	8
CC(C)NC(=O)Nc1cccc2c1O[C@@H](CN(C)S(=O)(=O)c1ccc(F)cc1)[C@H](C)CN([C@@H](C)CO)C2=O	-13	3	-9	6	-22	1	7
CN(C)c1ccc(C(CNC(=O)Cc2cccc3ccccc23)N(C)C)cc1 (stereo unspecified)	0	7	1	9	13	-1	2
CC1(C(=O)NCCC#N)CCN1C(=O)c1ccccc1CCc1ccccc1 (stereo unspecified)	-14	x	x	-3	x	-2	3
Cc1ccc(C(=O)CN2C(=O)NC3(CCCCCC3)C2=O)c(C)c1	-39	7	-1	-73	-1	2	-146
CCCNC(=O)C(=O)NCC(c1ccc2c(c1)OCO2)N1CCN(c2ccc(F)cc2)CC1 (stereo unspecified)	10	-2	7	-4	-5	3	4
CCCCCCCC/C=C\CCCCCCCC(=O)NCCO	x	u	4	-2	-2	3	56
COC(=O)N1CCCCC1c1cc(C(=O)Nc2ccc3c(c2)OCO3)no1 (stereo unspecified)	-5	4	-7	-20	x	0	-35
CCOc1ccc(N2CC(C(=O)Nc3ccc4c(c3)OCCO4)CC2=O)cc1 (stereo unspecified)	10	9	-2	27	-7	-2	-10
COc1ccc(N=CC2CCCCC2=O)c([N+](=O)[O-])c1 (stereo unspecified)	-60	1	5	-145	4	-2	-80
O=c1[nH]c2cccnc2n1-c1cccc([N+](=O)[O-])c1	-10	8	-3	-5	x	-3	3
Cc1ccc(-n2c(=S)[nH]c3nc4c(cc3c2=O)COC(C)(C)C4)cc1	-33	x	x	x	-30	x	5
O=C(CO/N=C/c1c(Cl)cccc1Cl)NNC(=O)c1ccc(Cl)cc1	1	-2	0	8	-2	4	-8
CCOc1ccc(NC(=O)CN(C)C(=O)c2ccc(C3SCCS3)cc2)cc1OCC	3	11	12	-9	-6	0	6
O=C1NC(Cc2ccccc2)c2nc3ccc(F)cc3c(=O)n2-c2cc3ccccc3cc21 (stereo unspecified)	0	3	1	9	x	0	56
COc1cc(OC)c(NC(=O)CS(=O)(=O)Cc2nc(-c3ccc(C)cc3)oc2C)cc1Cl	11	-2	-2	-5	2	0	-8
Nc1cc(S(=O)(=O)c2ccc(N3CCCCC3)c(N)c2)ccc1N1CCCCC1	35	u	x	-3	x	-3	9
CC1CCN(S(=O)(=O)c2ccc(C(=O)Nc3sccc3C(N)=O)cc2)CC1	-31	-3	1	-25	1	-1	17
COC(=O)C[C@H]1CC[C@@H](NC(=O)c2ccccc2)[C@@H](CO)O1	9	3	2	0	-9	-1	3
CN(Cc1ccccc1)C(=O)CN(c1ccccc1Cl)S(C)(=O)=O	5	0	-2	12	-6	1	-18
Cc1ccccc1CN1CCNC(=O)C1CC(=O)NCCN1CCCCC1=O (stereo unspecified)	11	-8	0	4	-7	-4	8
C=CCn1c(C(C)n2c(-c3cnccn3)nc3ccccc32)nc2ccccc21 (stereo unspecified)	-12	2	-1	-1	x	1	9
CC(C)NC(=O)N(C)C[C@@H]1Oc2ncc(C#CCc3ccccc3)cc2C(=O)N([C@@H](C)CO)C[C@H]1C	11	2	10	0	-1	1	x
CCOc1cc(NC(=O)c2cccs2)c(OCC)cc1NC(=O)CCC(=O)NCCN1CCOCC1	-4	-2	2	-7	-6	2	1
Cc1ccccc1S(=O)(=O)N1CCCCN2[C@H](CO)[C@@H](c3ccc(-c4cccc(F)c4)cc3)[C@@H]2C1	5	10	11	9	-3	x	-6
O=C(Nc1sc2c(c1C(=O)O)CCCC2)c1cccc(Cl)c1	-65	-4	2	-172	-4	6	-38
Cc1cc(C)c2c(=O)[nH]c(SCC(=O)Nc3cccc(S(=O)(=O)N(C)C)c3)nc2n1	9	0	-1	6	1	14	11
CCOC(=O)[C@H]1[C@H]2COc3ccc(OC)cc3[C@@H]2N2C(=O)c3cc(C)ccc3NC(=O)[C@@]12C	x	10	x	-1	1	2	5
C[C@@H]1CCCCO[C@@H](CN(C)S(=O)(=O)c2ccc(Cl)cc2)[C@H](C)CN([C@H](C)CO)C(=O)c2cc(NC(=O)Nc3ccc(C(F)(F)F)cc3)ccc2O1	23	5	x	-1	10	x	70*
O=C(c1ccc(=O)[nH]c1)N1CCN(S(=O)(=O)c2ccccc2)CC1	-1	6	-4	1	-1	-3	x
Continued.
SMILES	LGR2 inh	DENV2 CPE	SIRT5 inh	EWS-Fli block	ARNT-TACC3 inh	CASP6 VEID inh	PAX8 inh HTS
CCOC(=O)C1=CCN(S(=O)(=O)c2cccc(Cl)c2)C1c1cccc(Cl)c1 (stereo unspecified)	8	-2	-4	1	x	-1	-10
C[C@@H]1CN([C@H](C)CO)C(=O)c2cccc(NS(=O)(=O)c3ccc(Cl)cc3)c2O[C@@H]1CN(C)Cc1ccncc1	-5	x	7	2	0	-4	9
COc1ccc(-c2sc3ccccc3c2/C=C/c2ccc(N)cc2)cc1	-40	x	-5	-31	x	-3	-40
O=C(C[C@H]1C[C@H]2c3cc(NC(=O)c4ccc5c(c4)OCO5)ccc3O[C@H]2[C@@H](CO)O1)NCc1cc(F)ccc1F	-2	11	-3	-12	-4	0	-22
Cc1ccc(NC(=O)Nc2cccc(F)c2)nc1	-47	-7	1	-121	0	1	-197
